Vif-A3F inh: qHTS for Inhibitors of Vif-A3F Interactions: qHTS; AID 602313, 2012; HeLa A3F-eYFP + Vif (tagged APOBEC3F with the HIV-1 protein that degrades it), YFP fluorescence increase; 390,000 compounds, 0.2% hits; Potency, µM (series often up to 46.1 µM), for the others: at the highest dose activity, negative = active; note: potency is the fitted concentration of half-maximal effect; % of control where 0% means no effect; nearly all actives have a fitted effect of over 65% in size
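HeLa cells stably expressing Vif plus C-terminally eYFP-tagged A3F were seeded, incubated overnight at 37 deg C, dosed with compound, incubated overnight again at 37 deg C. Yellow fluorescence (Ex 488/Em 500-530) reported blocked Vif-mediated A3F-eYFP degradation.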
LDHA inh: qHTS assay for inhibitors of human lactate dehydrogenase; purified LDHA, NADH/diaphorase-resazurin fluorescence; stronger effect = lower value; activity change, % (values are at about 110 or 230 µM); 480,000 compounds, 0.15% hits; AID 1347041, 2019; in the data active = activity change below about -30%; inconclusive = mostly about -25% to -30%;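 note: plate controls were DMSO wells for no effect and wells without enzyme for full effect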
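Enzyme activity of human lactate dehydrogenase 5 (2 nM; 0.06 mM NADH, 0.2 mM pyruvate, 5 min, RT) is measured via a resazurin/diaphorase fluorescence readout of residual NADH.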
USP1-UAF1 inh: Inhibitors of USP1/UAF1: Primary Screen; Potency, µM (doses to about 57.1 µM), without a hit: top-dose activity change, negative = inhibition, usual class: inhibitors; AID 743255, 2014; recombinant USP1/UAF1, Ub-Rhodamine cleavage fluorescence; Ubiquitin carboxyl-terminal hydrolase 1 (Homo sapiens), O94782; 390,000 compounds, 0.23% hits; note: potency is the fitted concentration of half-maximal effect; % is set by controls: 0 for no effect and ±100 for the full control effect; nearly all actives have a fitted effect of over 60% in size; inactives centre near -12
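1 nM enzyme complex + cpd, 15 min RT; start with Ub-Rho 150nM final; kinetic fluorescence ex 480/em 540, 6 reads q60 s. Buffer 50mM HEPES pH 7.8, 0.5mM EDTA, 0.1 mg/ml BSA, 1mM TCEP, 0.01% Tween-20.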
RXFP1 agonist: qHTS Assay for Agonists of the Relaxin Receptor RXFP1. Potency, µM (top dose mostly 57.5 µM), inactives show top-dose activation, actives largely listed as activators. HEK293T-RXFP1 cAMP TR-FRET, 30 min; response scale: percent of porcine relaxin response, buffer zero. 370,000 compounds, 0.3% hits. Relaxin receptor 1 (Homo sapiens), Q9HBX9. AID 2676, 2010; note: potency is the fitted concentration of half-maximal effect; % is set by controls: 0 for no effect and ±100 for the full control effect; nearly all actives have a fitted effect of over 60% in size; many of its hits are not listed in these tables
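Agonist response is measured as cAMP accumulation in an RXFP1-transfected HEK293T line under PDE4 inhibition. Values are scaled between buffer-only and 29 nM porcine relaxin, and EC50s come from standard Hill equation fits.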
TrxR1 substrate: qHTS Assay for Substrates of Mammalian Selenoprotein Thioredoxin Reductase 1 (TrxR1): qHTS | purified TrxR1 substrate turnover, NADPH consumption readout | Potency, µM (doses to about 114 µM), for inactives: at the top dose activity change, negative = substrate turnover | 390,000 compounds, 0.01% hits; note: potency is the fitted concentration of half-maximal effect; % is set by controls: 0 for no effect and ±100 for the full control effect; nearly all actives have a fitted effect of over 50% in size
Target sequence (O89049 whole entry, looked up): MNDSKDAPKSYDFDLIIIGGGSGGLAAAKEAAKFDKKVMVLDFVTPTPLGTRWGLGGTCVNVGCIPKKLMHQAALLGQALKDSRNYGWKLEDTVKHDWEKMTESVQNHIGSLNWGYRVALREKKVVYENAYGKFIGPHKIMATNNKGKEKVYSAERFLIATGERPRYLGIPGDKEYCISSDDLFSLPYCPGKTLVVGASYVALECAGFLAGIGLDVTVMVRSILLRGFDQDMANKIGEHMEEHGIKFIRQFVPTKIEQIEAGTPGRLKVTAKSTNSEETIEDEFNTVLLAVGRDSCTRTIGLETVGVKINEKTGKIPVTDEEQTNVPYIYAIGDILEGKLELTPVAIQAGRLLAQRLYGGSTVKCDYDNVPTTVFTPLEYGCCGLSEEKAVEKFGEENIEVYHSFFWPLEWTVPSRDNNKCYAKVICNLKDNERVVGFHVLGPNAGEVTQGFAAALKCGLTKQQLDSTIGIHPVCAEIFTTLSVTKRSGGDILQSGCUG
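Rat TrxR1, dispensed at 90 nM, was prereduced with 400 uM NADPH (final) for 5 min at ~22 deg C, then incubated with compound 15 min before 400 uM selenite. A first-read NADPH fluorescence drop versus no-compound background flagged substrates.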
PI4K2A inh: qHTS for small molecular inhibitors of PI4K2A; 420,000 compounds, 0.13% hits; Phosphatidylinositol 4-kinase type 2-alpha (Homo sapiens), Q9BTU6; purified PI4K2A, ADP-Glo luminescence, 1 h; stronger effect = lower value; activity change, negative = inhibition, % at 76.9 µM; in the data active = activity change below about -50%; inconclusive = mostly about -30% to -49%;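 note: -100% = wells without enzyme as full effect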
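In this quantitative HTS, ADP production by PI4K2A was quantified luminescently after 1 h at ambient temperature; 100 microM adenosine served as plate-quality control.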
IDH1 R132H inh: qHTS for Inhibitors of mutant isocitrate dehydrogenase 1 (IDH1): qHTS; Isocitrate dehydrogenase [NADP] cytoplasmic (Homo sapiens), O75874; IDH1-R132H enzyme, NADPH consumption, diaphorase/resazurin fluorescence; 390,000 compounds, 0.093% hits; Potency, µM (series often up to 76.6 µM), inactives show at the highest dose activity change, negative = inhibition, usual class: inhibitors; AID 602179, 2012; note: potency is the fitted concentration of half-maximal effect; % is set by controls: 0 for no effect and ±100 for the full control effect; nearly all actives have a fitted effect of over 65% in size
Target sequence (O75874 whole entry R132H, stated change not applied): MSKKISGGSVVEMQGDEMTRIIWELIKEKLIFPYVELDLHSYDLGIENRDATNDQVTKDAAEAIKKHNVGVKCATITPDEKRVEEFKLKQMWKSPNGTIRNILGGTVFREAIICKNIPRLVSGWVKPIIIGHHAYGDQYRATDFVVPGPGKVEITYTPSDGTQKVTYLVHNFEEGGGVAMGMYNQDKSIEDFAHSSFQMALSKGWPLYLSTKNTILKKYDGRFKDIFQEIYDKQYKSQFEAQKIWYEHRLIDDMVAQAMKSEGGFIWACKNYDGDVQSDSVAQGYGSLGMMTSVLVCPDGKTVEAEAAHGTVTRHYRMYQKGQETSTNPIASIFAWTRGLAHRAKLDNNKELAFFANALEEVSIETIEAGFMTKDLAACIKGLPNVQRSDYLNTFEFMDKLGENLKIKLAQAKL
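IDH1-R132H (0.5 ug/mL) preincubated 30 min with compound, then NADPH (0.016 mM) and alpha-KG (2 mM) added; 80 min at RT, pH 7.5. Remaining NADPH coupled via diaphorase/resazurin to fluorescence (540/590 nm); concentration-response curves normalized to no-enzyme control.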
GRP78 ERSR act: qHTS for Inducers of the Endoplasmic Reticulum Stress Response (ERSR) in Human Glioma: qHTS. U87-MG GRP78 promoter luciferase reporter, 16 h. Potency, µM, for inactives: at the top dose activation, actives largely listed as activators. 420,000 compounds, 0.02% hits. AID 602332, 2012; note: potency is the fitted concentration of half-maximal effect; series mostly up to about 76 µM; % of control where 0% means no effect; nearly all actives have a fitted effect of over 35% in size
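ERSR induction read as luciferase luminescence (Bright-Glo, 10 min at room temperature) in stably transfected human U87-MG glioma cells exposed to compounds for 16 h, using GRP78 as sensor.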
Vif-APOBEC3G blk: qHTS for Inhibitors of Vif-A3G Interactions: qHTS | HeLa A3G-eYFP + Vif (tagged APOBEC3G with the HIV-1 protein that degrades it), YFP fluorescence, overnight | Potency, µM (titrated, usually from 46.1 µM), without a hit: top-dose activity, negative = active, actives largely listed as inhibitors | 410,000 compounds, 0.076% hits;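 note: potency is the fitted concentration of half-maximal effect; % is set by controls: 0 for no effect and ±100 for the full control effect; nearly all actives have a fitted effect of over 60% in size; hits raise eYFP signal because A3G escapes Vif-driven loss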
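Read-out is eYFP fluorescence (Ex 488/Em 500-530) from Vif-expressing HeLa A3G-eYFP cells; more signal means A3G escaped Vif-mediated degradation. Cells plated overnight, compound pinned in, incubated overnight at 37 deg C.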
Starred values were filed as active, the others as inactive; ? = inconclusive; nt = no result given; & = joins results of further samples; [ ] = remark or other dose. Unless noted, calls come from the whole dose curve; as a rule, active = well fitted curve in the direction sought with a large enough effect; inconclusive = small, poorly fitted or top-dose-only effect, or another doubt; inactive = no such curve, though single readings can be large; an effect the other way counts as inactive or inconclusive. A portion of the library; the hit share may differ from the screen's.

SMILES	Vif-A3F inh	LDHA inh	USP1-UAF1 inh	RXFP1 agonist	TrxR1 substrate	PI4K2A inh	IDH1 R132H inh	GRP78 ERSR act	Vif-APOBEC3G blk
Cc1cc(OCCN2CCCCCC2)ccc1[N+](=O)[O-]	-19%	-16	-14%	1.3%	-1%	11	-3%	0%	1%
O=C(CN1C(=O)COc2ccccc21)Nc1ccc(N2CCOCC2)cc1	-3%	5	-12%	-0.6%	-6%	5	10%	-3%	-1%
CNC(=O)c1[nH]cnc1C(=O)Nc1ccccc1C	nt	-2	0%	0.0%	4%	-11	10%	-10%	0%
CCc1ccccc1Nc1nn2c(=O)c3ccc(C(=O)NCc4ccccc4OC)cc3nc2s1	-1%	-14	-18%	28%	19%	2	-8%	-4%	-2%
N/C(=N\OC(=O)c1ccc([N+](=O)[O-])cc1Cl)c1ccccn1	-2%	-3	-9%	5.0%	-2%	-25	5%	-10%	-10%
CCc1nnc(NC(=O)c2ccc3ncsc3c2)s1	-3%	-6	-10%	17%	-3%	4	2%	-2%	-1%
O=C(CCc1nc2ccccc2c(=O)[nH]1)OCCOc1ccc(Cl)cc1	-6%	-4	-20%	-1.3%	-4%	0	7%	-3%	6%
CCCCCn1c(=O)[nH]c2cc(C(=O)NCCN3CCOCC3)ccc2c1=O	4%	9	-11%	nt	2%	-1	6%	-5%	0%
Cc1ccccc1C(=O)N[C@H](C(=O)OCC(=O)NC1CC1)C(C)C	1%	-3	-22%	nt	2%	-5	0%	-2%	-1%
O=C(Nc1cccc(/C=C/c2ccccn2)c1)c1ccc(-n2cncn2)c([N+](=O)[O-])c1	7%	-2	-19%	2.0%	-7%	4	12%	-6%	-7%
Cc1cn([C@H]2C[C@H](O)[C@@H](CNCc3ccc(Oc4cc(-n5cccn5)ncn4)cc3)O2)c(=O)[nH]c1=O	-1%	-2	-17%	nt	nt	-1	0%	2%	-3%
CN1/C(=C/C=N/NC(=O)c2ccc([N+](=O)[O-])cc2)C(C)(C)c2ccccc21	-13%	0	-15%	4.9%	-7%	-3	8%	0%	4%
CCCn1nnc(NC(=S)NC(=O)c2cccs2)n1	-7%	-2	-17%	0.4%	-4%	-2	6%	0%	3%
O=C(c1cc(Cl)nc2ccccc12)N1CCN(S(=O)(=O)c2ccccc2[N+](=O)[O-])CC1	3%	-9	-1%	3.6%	1%	-2	2%	-1%	-1%
COc1ccc(/C=N/NC(=O)c2ccc(C)cc2)cc1CN1CCN(c2ccc(F)cc2)CC1	-9%	-3	-2%	1.3%	-17%	3	15%	-2%	1%
CCn1c(=O)c(=O)[nH]c2cc(C(=O)NC(C)c3ccc(S(N)(=O)=O)cc3)ccc21 (centres undefined)	13%	-2	-1%	0.3%	2%[57.1 µM]	-6	0%	-7%	3%
CC(=O)N1CCN(c2cc(-c3ccccc3)nc3cc(-c4cccc(Cl)c4)nn23)CC1	1%	-1	-25%	nt	nt	-2	-4%	-6%	1%
CCN(CC)CCCNc1ncnc2scc(-c3ccc(F)cc3)c12	-5%	-3	-30%	26%	-2%	-4	7%	-2%	3%
C[C@H]1C(=O)N(C)CCN1C(=O)c1ccccc1OC1CCN(S(C)(=O)=O)CC1	-60%	-2	-9%	1.9%	4%	4	-2%	-3%	4%
CC(=O)N1CCc2cc(S(=O)(=O)NC(Cc3ccccc3)C(=O)NCc3ccc(C)cc3)ccc21 (centres undefined)	-10%	-23	-19%	-1.1%	-2%	0	-11%	-2%	3%
COc1cccc(/C=C2\SC(=S)N(N3CCOCC3)C2=O)c1OC	0%	-3	-15%	-0.1%	-9%	-4	2%	7%	0%
CCCc1cc(-c2nc(-c3ccc(Cl)cc3)cs2)ccn1	-22%	-1	-16%	2.7%	-3%	3	4%	-2%	3%
COc1ccc(CCNC(=O)Cc2ccccc2)cc1OC	-22%	0	-9%	0.1%	6%	3	-10%	0%	1%
O=C(CCc1ccccc1)NC1CCCc2ccccc21 (centres undefined)	-4%	-4	-15%	0.7%	1%	4	9%	-2%	-4%
CC(OC(=O)c1c2c(nc3ccccc13)/C(=C\c1ccc3c(c1)OCO3)CCC2)C(=O)Nc1ccc(S(N)(=O)=O)cc1 (centres undefined)	-38%	7	?	-0.7%	-6%	-7	2%	0%	-12%
SMILES	Vif-A3F inh	LDHA inh	USP1-UAF1 inh	RXFP1 agonist	TrxR1 substrate	PI4K2A inh	IDH1 R132H inh	GRP78 ERSR act	Vif-APOBEC3G blk
COc1ccc(NC(=O)CCCn2c(=O)c3cccn3c3cccnc32)cc1Cl	0%	-8	19%	-0.4%	-6%	5	-11%	2%	0%
Cc1oc2cc3oc(=O)c4c(c3cc2c1C)CCC4	-1%	-9	-3%	1.4%	5%	7	3%	-2%	-11%
COc1ccc([C@H]2Cc3cccc(O)c3C(=O)O2)cc1O	6%	1	-31%	0.3%	1%[57.1 µM]	-2	3%	4%	-3%
Clc1cccc(-n2ncc3c(NCCc4ccccc4)ncnc32)c1	0%	-3&6	?	3.8%	4%[57.1 µM]	4	11%	4%	-4%
O=C(NCCS(=O)(=O)NCc1ccc(F)cc1)c1ccc2c(c1)OCO2	1%	-3	-10%	-1.9%	5%[57.1 µM]	-2	-6%	-2%	0%
Cn1nccc1C(=O)N1CCCC(C(=O)c2ccc(Oc3ccccc3)cc2)C1 (centres undefined)	-2%	-1	-20%	-1.3%	-1%	-4	3%	1%	-3%
CCOc1ccccc1OCC(=O)Oc1ccc(C)c(C)c1	-1%	-1	-14%	-2.1%	-2%	-2	13%	-1%	-1%
CCn1c(SCC(=O)NCCc2ccccc2)nc2c(c1=O)SC(C)C2 (centres undefined)	1%	-1	-13%	0.0%	-1%[57.1 µM]	-1	9%	-5%	1%
O=C(OC1CCN(c2ccc([N+](=O)[O-])cc2)CC1)c1ccccc1	-9%	0	-6%	-1.4%	-11%	-1	0%	0%	-1%
C=CS(=O)(=O)c1c2cc(OC)ccc2nc2ccc(OC)cc12	?	6	?	nt	13%[57.1 µM]	34	?	-12%	?
O=C(COC(=O)CCc1ccc(S(=O)(=O)N2CCOCC2)cc1)NCc1ccccc1	0%	-1	-26%	0.2%	7%	-8	0%	1%	-8%
CC1CCCC(NC(=O)CN2C(=O)NC(Cc3c[nH]c4ccccc34)C2=O)C1C (centres undefined)	3%	-1	-16%	nt	-5%	-2	5%	-5%	-4%
c1cc(CNCC2CCCO2)ccn1 (centres undefined)	-1%	0&-9	-14%	-0.7%	-1%	2	0%	-5%	-3%
COc1cccc(NC(=O)CSc2nc3ccccc3nc2N2CCCC2)c1	1%	-5	-14%	1.7%	4%[57.1 µM]	-3	0%	3%	-9%
CCc1ccccc1NS(=O)(=O)c1ccc2nc(-c3ccccc3)[nH]c2c1	-7%	-8	-7%	3.3%	-3%	1	-7%	10%	-6%
COc1cc(NC(=O)Cn2c(=O)n(CC3CCCO3)c(=O)c3cc(OC)c(OC)cc32)cc(OC)c1 (centres undefined)	1%&0%	-3&-6	?	-2.8%&1.4%	24%&16%	1&-3	5%&-4%	-3%&-1%	0%&-6%
COc1ccc(OCC(O)CN2CCOCC2)cc1 (centres undefined)	-11%	-2	0%	2.5%	1%	-3	-5%	-2%	-3%
O=C(CCC(=O)N1CCSc2ccccc21)NCc1ccccc1	2%	2	-12%	2.9%	0%[57.1 µM]	-9	-1%	-4%	2%
Cn1nnc2cc(C(=O)NCCC3=CCCCC3)ccc21	-2%	-2	2%	0.0%	-1%	-21	5%	-14%	-3%
O=C(NCCc1ccccc1)c1cccc([N+](=O)[O-])c1	1%	0	-21%	4.5%	7%	1	0%	1%	1%
O=S(=O)(Nc1cccc2c1CCCC2)c1cccc(C(F)(F)F)c1	-19%	2	-24%	-0.8%	-3%	-2	12%	-3%	4%
COc1ccc(CCNC(=O)COc2ccc(S(=O)(=O)NC3CCCCC3)cc2Cl)cc1OC	-8%	2	-9%	1.3%	-18%	-2	-3%	-3%	-1%
Cc1noc(C)c1NC(=O)N(C)C[C@H]1Oc2c(NC(=O)C3CC3)cccc2C(=O)N([C@H](C)CO)C[C@@H]1C	2%	-4	-8%	nt	4%[57.1 µM]	-3	2%	-4%	4%

Screens deposited in PubChem BioAssay by National Center for Advancing Translational Sciences (NCATS).
